# Screening results (PubChem)
# NS5 inhibitors: Dengue-2 NS5 methyltransferase inhibitors, primary screen, biochemical, confirmation dose response (AID 588689). Dengue-2 NS5 methyltransferase capping enzyme assay, biochemical; higher % means a stronger effect. inhibition, % at 25 µM, or IC50 in µM where a hit was titrated. 340,000 compounds, 0.3% hits; in the data active means a potency from the dose series; inconclusive means inhibition above about 29% without an active follow-up result
# KOR beta-arrestin-1: KOR agonists, beta-arrestin recruitment, primary screen, cell-based, luminescence, uHTS (AID 1777) | 280,000 compounds, 0.02% hits | KOR beta-arrestin recruitment, luminescence; higher % means a stronger effect | activation, % at 10 µM, or EC50 in µM where a hit was titrated | Kappa-type opioid receptor (Homo sapiens); in the data active means activation above about 50%, passing the limit was not always enough; further: a part of the inactive calls stands beside numbers as strong as those of hits
# AID2073: inhibitors of Mint1-CaV2.2 protein interaction, biochemical, HTRF (AID 2073) | inhibition, % at 20 µM; hits with a dose series show IC50 in µM | 290,000 compounds, 0.19% hits | HTRF protein-protein interaction, Mint1-CaV2.2; higher % means a stronger effect | Voltage-dependent N-type calcium channel subunit alpha-1B (Homo sapiens); in the data active means inhibition mostly above about 51%, no sharp cut-off; inconclusive means no clear call, values can overlap the other calls; inactive means mostly below about 53%; further: some results filed as inactive read as strong as hits
# HIV fusion peptide: inhibitors of HIV fusion peptide binding, primary screen, biochemical, uHTS, fluorescence dequenching (AID 1986) | cell-free peptide binding, fluorescence dequenching, 30 min; higher % means a stronger effect | inhibition, % at 20 µM, or IC50 in µM where a hit was titrated | 290,000 compounds, 0.3% hits; in the data active means inhibition mostly above about 52%, no sharp cut-off; inactive means mostly below about 76%; further: some results filed as inactive read as strong as hits
# HEK293 NOD2/NF-kB: NOD2 signaling inhibitors, cell-based, luminescence, uHTS, HEK293 (AID 1566). 290,000 compounds, 0.63% hits. one-dose inhibition, % at 4 µM; EC50 in µM for titrated hits. HEK293 NOD2/NF-kB luciferase reporter, luminescence; higher % means a stronger effect; further: many of its hits are not listed in these tables
# KOR beta-arrestin-2: KOR antagonists, beta-arrestin recruitment, cell-based, luminescence, uHTS (AID 1778) | Kappa-type opioid receptor (Homo sapiens) | KOR beta-arrestin recruitment, luminescence, antagonist mode; higher % means a stronger effect | inhibition, % at 10 µM, or IC50 in µM where a hit was titrated | 290,000 compounds, 0.091% hits; further: strong numbers were not always called active
# NOD1 NF-kB reporter: NOD1 signaling inhibitors, primary screen, cell-based, luminescence, uHTS (AID 1578); NOD1-driven NF-kB luciferase reporter cells, luminescence; higher % means a stronger effect; inhibition, % at 4 µM; hits with a dose series show EC50 in µM; 290,000 compounds, 1% hits; in the data active means inhibition mostly above about 36%, no sharp cut-off; inactive means mostly below about 34%;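 further: HEK-293T reporter cells stimulated with the NOD1 agonist gamma-tri-DAP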
# Yfh1-off respiration: enhancers of respiration in Yfh1-depleted yeast, dose response, Friedreich's ataxia, plus single-dose screen (AID 1465). S. cerevisiae Yfh1-off respiration, WST-1 reduction, 72 h; higher fold induction means a stronger effect. fold induction at 50 µM, or EC50 in µM where a hit was titrated. 220,000 compounds, 0.074% hits;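 active means fold induction of absorbance versus untreated yeast above a set limit, then at least 30% activation at any dose in follow-up; inconclusive means repeats straddling the limit, or above it without dose testing; inactive means fold induction below the set limit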;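 further: activators that raise dye reduction in frataxin-depleted yeast; strong numbers were not always called active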
# West Nile virus CPE: West Nile virus antiviral activity, cell-based, CPE readout (AID 1621) | 290,000 compounds, 0.02% hits | CPE inhibition, % at 10 µM; hits with a dose series show IC50 in µM | West Nile virus-infected cells, CPE inhibition; higher % means a stronger effect; in the data active means a potency from the dose series; inconclusive means CPE inhibition mostly from about 3.7% at the one dose, without a potency; inactive means the rest, 99 in 100 with CPE inhibition below about 2.2%; further: strong numbers were not always called active
# Starred values were filed as active, the others as inactive; i = inactive; u = inconclusive; x = no result given; [ ] = remark or other dose. Unless noted, no stated cut-off is given here; in the data, active means inhibition above about 50%; inactive means the rest.
1: CCOC(=O)C1=C(O)C(=O)N(c2ccc(S(N)(=O)=O)cc2)C1c1ccc([N+](=O)[O-])cc1 (configuration not stated)
2: O=C1C2C3C=CC(CC3)C2C(=O)N1/N=C/c1ccco1 (configuration not stated)
3: CCn1c(SCC(=O)NNC(=O)c2ccccc2)nnc1-c1ccco1
4: NC(=O)COC(=O)c1ccc(S(=O)(=O)N2CCCCCC2)cc1
5: CC(O)Cc1cn([C@@H](CCCCN)C(=O)N2CCNCC2)nn1 (some centres not stated)
6: O=C(O)c1ccc(S(=O)(=O)N(Cc2cccs2)CC2CCCO2)cc1 (configuration not stated)

Screen / compound no.	1	2	3	4	5	6
NS5 inhibitors	0.8%	-5.4%	0.0%	7.3%	0.0%	0.8%
KOR beta-arrestin-1	3.6%	-5.9%	-4.9%	-5.5%	-0.4%	4.6%
AID2073	-8.0%	-14.1%	-2.0%	3.4%	-2.2%	2.6%
HIV fusion peptide	1.9%	0.1%	0.6%	-1.0%	0.1%	-2.1%
HEK293 NOD2/NF-kB	14.1%	16.3%	14.5%	10.5%	9.0%	-122.0%
KOR beta-arrestin-2	0.8%	-6.4%	8.8%	18.4%	16.5%	x
NOD1 NF-kB reporter	-8.1%	-18.3%	-30.3%	0.7%	-20.6%	-0.7%
Yfh1-off respiration	i	i	i	i	i	i
West Nile virus CPE	0.7%	0.8%	0.3%	0.4%	0.5%	0.6%

7: CC(=O)c1cccc(N(CC(=O)N2CCOCC2)S(C)(=O)=O)c1
8: Cc1ccc2oc(=S)n(C)c2c1
9: COC(=O)CNC(=O)C(NC(=O)c1ccc(Cl)cc1)C(C)C (configuration not stated)
10: CCOc1ccc(C(C)=O)cc1CSc1nnc(-c2ccncc2)n1CCOC
11: Cc1cccc(CC(=O)Nc2ccc(C(=O)N3CCOCC3)cc2)c1
12: O=c1[nH]c(/C=C\c2cccc(O)c2)nc(O)c1[N+](=O)[O-]

Screen / compound no.	7	8	9	10	11	12
NS5 inhibitors	-3.5%	-3.9%	-5.6%	-10.6%	-1.3%	-9.2%
KOR beta-arrestin-1	-1.8%	-0.8%	0.0%	-3.1%	-3.1%	-3.0%
AID2073	-1.8%	2.1%	0.3%	4.1%	-6.1%	2.5%
HIV fusion peptide	-1.8%	-0.8%	-1.6%	-1.8%	0.3%	0.8%
HEK293 NOD2/NF-kB	-5.8%	22.1%	4.5%	11.0%	-9.7%	6.4%
KOR beta-arrestin-2	13.3%	0.3%	-61.7%	24.2%	14.3%	-39.1%[20 µM]
NOD1 NF-kB reporter	-0.3%	-10.0%	1.3%	-23.8%	-58.6%	-28.8%
Yfh1-off respiration	i	i	i	i	x	x
West Nile virus CPE	0.0%	0.5%	0.2%	-0.5%	-0.5%	0.0%

13: CC(C)n1c(CCCO)nc2ccccc21
14: CC1CN(C(=O)c2cccn(Cc3c(Cl)cccc3Cl)c2=O)CC(C)O1 (configuration not stated)
15: CC(=O)OC1CCC2(C)C(COc3ccc4ccc(=O)oc4c3)C(C)(O)CCC2C1(C)C (configuration not stated)
16: CN1CCc2c(sc3c2c(=O)n(-c2ccccc2)c2nnc(SCc4ccccc4)n32)C1
17: CCOC(=O)C1=C(C)NC(C)=C(C(=O)OCC)C1C(=O)OCC(=O)N(C)C1CCS(=O)(=O)C1 (configuration not stated)
18: CCNC(=S)NNc1ccccc1

Screen / compound no.	13	14	15	16	17	18
NS5 inhibitors	-2.0%	-2.4%	4.1%	-8.2%	-6.0%	x
KOR beta-arrestin-1	5.8%	-4.5%	3.4%	-4.7%	-2.2%	1.9%
AID2073	-1.5%	2.3%	0.8%	-20.0%	-5.7%	-21.7%
HIV fusion peptide	0.4%	-1.5%	-0.6%	-1.9%	0.7%	-1.8%
HEK293 NOD2/NF-kB	-1.4%	4.6%	-10.3%	9.6%	5.1%	6.8%
KOR beta-arrestin-2	-39.0%	12.3%[20 µM]	-51.0%	20.4%	-17.3%	-13.4%
NOD1 NF-kB reporter	-28.2%	-35.0%	-26.6%	11.7%	-20.8%	-5.0%
Yfh1-off respiration	i	i	i	i	i	i
West Nile virus CPE	0.8%	-0.2%	-0.2%	0.0%	0.5%	0.5%

19: Cc1ccc(CCNC(=O)C2CCCN2S(=O)(=O)c2ccc3c(c2)CCC(=O)N3)cc1 (configuration not stated)
20: CN(C)c1ccc(-c2sc(Nc3ccccc3)n[n+]2-c2ccc(F)cc2)cc1
21: C/C(CC(=O)NC1CCCCC1)=N\NC(=O)c1ccc(Br)cc1
22: CCOc1ccc(CN2C(=O)c3ccccc3C2C(=O)NCc2cccnc2)cc1 (configuration not stated)
23: CCn1ncc(Br)c1C(=O)Nc1cccc(F)c1
24: CC(C)NC(=O)c1ccc(-n2nc(C(F)(F)F)c3c2CCCC3)cc1

Screen / compound no.	19	20	21	22	23	24
NS5 inhibitors	-8.9%	-3.2%	-17.4%	-6.4%	-5.8%	-8.1%
KOR beta-arrestin-1	0.1%	-2.7%	-0.8%	-4.2%	4.8%	-2.3%
AID2073	6.4%	-6.2%	10.8%	-9.2%	-10.2%	38.0%
HIV fusion peptide	2.5%	-2.1%	-0.5%	-1.2%	-1.6%	1.5%
HEK293 NOD2/NF-kB	-3.5%	-9.1%	17.6%	5.8%	-24.0%	11.3%
KOR beta-arrestin-2	20.5%	-6.3%[20 µM]	4.9%	20.6%	6.8%	19.7%
NOD1 NF-kB reporter	-23.2%	-11.6%	-31.8%	-11.9%	25.6%	-24.3%
Yfh1-off respiration	i	x	x	i	i	i
West Nile virus CPE	-0.5%	-1.0%	0.3%	-0.8%	0.0%	-0.6%

25: O=C(O)CSc1nnc(-c2cccc(S(=O)(=O)N3CCCCC3)c2)o1
26: O=C(N/N=C\c1cccc(Cl)c1)c1ccc(Cn2cccn2)o1
27: O=C(CNC(=O)c1ccccc1Br)N/N=C\c1cc([N+](=O)[O-])cc(Br)c1O
28: O=C(NCc1ccc(F)cc1)C(=O)NCC1OCCN1S(=O)(=O)c1ccc2c(c1)OCCO2 (configuration not stated)
29: O=C1C=CC(O)(c2cc(=O)c3c(O)cc(O)cc3o2)C=C1
30: CCOC(=O)N1CCN(C(=O)c2ccc(CNS(=O)(=O)c3ccc(C)cc3)cc2)CC1

Screen / compound no.	25	26	27	28	29	30
NS5 inhibitors	-4.7%	-1.9%	-0.8%	-14.2%	14.2%	-3.1%
KOR beta-arrestin-1	-1.4%	-0.2%	-1.1%	-1.7%	0.3%	-0.3%
AID2073	7.3%	-9.2%	-8.5%	-4.5%	11.5%	7.8%
HIV fusion peptide	-1.5%	-1.8%	27.9%	0.2%	10.3%	-0.7%
HEK293 NOD2/NF-kB	4.2%	6.0%	0.6%	12.3%	1.8%	17.0%
KOR beta-arrestin-2	18.2%	-1.2%	-10.0%	7.7%	24.1%	0.5%
NOD1 NF-kB reporter	-4.8%	-2.8%	-23.6%	-0.6%	38.1%	-13.1%
Yfh1-off respiration	i	i	x	i	i	i
West Nile virus CPE	0.4%	-0.3%	-0.5%	-0.3%	-1.8%	-0.1%

31: Cc1ccc(C(=O)Nc2nc(COc3ccccc3)cs2)s1
32: CCCCCC(=O)N/N=C/c1ccc([N+](=O)[O-])o1
33: O=C(Cn1c(=O)[nH]c2ccsc2c1=O)N1CCN(c2ccc(F)cc2)CC1
34: CC(C)c1nnc(SCC(=O)Nc2ccc3c(c2)OCCO3)n1C
35: O=C(c1ccc2c(=O)n(Cc3ccccc3Cl)c(=S)[nH]c2c1)N1CCCC1
36: O=S1(=O)CC(O)C(N2CCCCC2)C1 (configuration not stated)

Screen / compound no.	31	32	33	34	35	36
NS5 inhibitors	-12.0%	-0.8%	x	3.3%	-7.0%	x
KOR beta-arrestin-1	1.1%	-5.6%	-1.5%	-2.5%	-1.9%	2.3%
AID2073	5.8%	3.3%	-1.2%	14.5%	-11.2%	7.6%
HIV fusion peptide	-0.4%	17.2%	-0.1%	-0.1%	0.7%	-0.4%
HEK293 NOD2/NF-kB	1.2%	28.5%	15.7%	21.0%	40.8%	0.8%
KOR beta-arrestin-2	2.9%	5.6%	-6.2%	12.9%	16.3%	-10.4%
NOD1 NF-kB reporter	6.3%	-33.0%	-30.4%	-5.1%	1.2%	-50.7%
Yfh1-off respiration	i	i	i	x	x	i
West Nile virus CPE	-0.7%	-1.3%	0.6%	0.4%	-0.6%	0.2%

37: CC1CC(C)CN(C(=O)CCNS(=O)(=O)c2cccs2)C1 (configuration not stated)
38: Cc1nc(NC(=O)CN2CCOCC2)sc1-c1ccccc1
39: CN1CCN(c2ccc(NC(=O)c3ccc(-c4ccc(Br)cc4)o3)cc2)CC1
40: COc1ccc(CNC(=O)COC(=O)c2c(-c3c(F)cccc3Cl)noc2C)cc1OC
41: O=C(O)CCCNc1n[nH]c(=O)[nH]c1=O
42: CCCCCc1nnc(NC(=O)Cn2cnc3ccccc3c2=O)s1

Screen / compound no.	37	38	39	40	41	42
NS5 inhibitors	1.3%	-3.4%	-8.1%	-5.6%	0.8%	-0.7%
KOR beta-arrestin-1	1.8%	2.0%	3.3%	1.8%	2.3%	-3.9%
AID2073	35.9%	9.2%	25.4%	0.4%	31.2%	-1.2%
HIV fusion peptide	4.0%	1.5%	-4.0%	-2.0%	-0.7%	-0.4%
HEK293 NOD2/NF-kB	13.6%	-32.8%	12.9%	-2.4%	6.2%	10.2%
KOR beta-arrestin-2	-32.4%	-4.3%	-76.1%	-17.4%	-27.5%	-0.8%
NOD1 NF-kB reporter	-5.0%	-46.7%	-30.5%	-5.9%	-10.9%	-5.8%
Yfh1-off respiration	i	i	i	i	i	i
West Nile virus CPE	-1.2%	-0.1%	1.9%	-0.5%	-0.5%	0.2%

43: Cc1cccc(NC(=O)Nc2ccc3c(c2)CCC3)c1
44: CC(OC(=O)c1ccccc1O)C(=O)Nc1cccc(Cl)c1 (configuration not stated)
45: CN1CCc2c(OCC(=O)N3CCC(Cc4ccccc4)CC3)cccc2C1=O
46: Cc1nc2c(N=Nc3ccccc3F)c(N)nn2c(N)c1C#N
47: O=C(CCCCCn1nnc2ccccc2c1=O)Nc1ccccc1Cl
48: CC(=O)OCN(C#N)c1nc(N(C)C)nc(N(C)C)n1

Screen / compound no.	43	44	45	46	47	48
NS5 inhibitors	-3.9%	2.3%	-3.8%	-7.8%	-2.6%	-6.5%
KOR beta-arrestin-1	9.2%	0.4%	-1.4%	-4.3%	-0.6%	-6.9%
AID2073	1.1%	u	1.6%	10.9%	4.2%	-3.2%
HIV fusion peptide	1.1%	-1.2%	2.2%	-0.3%	-0.8%	1.1%
HEK293 NOD2/NF-kB	-70.8%	21.2%	24.0%	-44.1%	7.3%	13.1%
KOR beta-arrestin-2	-30.2%	0.4%	-20.4%	-98.8%[20 µM]	-36.1%	-6.1%
NOD1 NF-kB reporter	-41.3%	1.6%	33.8%	-10.1%	-5.0%	18.1%
Yfh1-off respiration	x	i	i	i	x	i
West Nile virus CPE	-0.6%	-0.9%	-1.3%	0.0%	-0.3%	-0.3%

# Not all compounds are listed, so the mix of outcomes need not match the whole.
